POLH inh – inhibitors of human DNA polymerase eta; Q9Y253; recombinant Pol eta, fluorescent DNA replication assay; Potency, µM (top dose mostly 114 µM), for inactives: at the top dose activity change, negative = inhibition, actives largely listed as inhibitors; actives 1.2% (n = 390,000); AID 588591; further: potency means the concentration at half of the fitted maximal effect; on the % scale 0 is the no-effect control and ±100 the full control effect
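Pol eta at 10 nM preincubated with compounds 15 min at room temperature; reaction started with fluorescent substrate (50 nM final) and read kinetically at 0 and 10 min.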
Pol beta inh – blocks human DNA polymerase beta activity; P06746; Pol beta primer extension/strand displacement, fluorescence kinetic; Potency, µM (highest dose often 114 µM), for inactives: at the top dose activity change, negative = inhibition, hits mostly inhibitors; actives 1.3% (n = 340,000); AID 485314; further: potency means the concentration at half of the fitted maximal effect; on the % scale 0 is the no-effect control and ±100 the full control effect
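Values derive from four-parameter Hill fits of normalized kinetic data: reads at 0 and 10 min following addition of 50 nM substrate to 10 nM Pol beta preincubated 15 min with compound.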
LDHA block – inhibitors of human lactate dehydrogenase A. P00338. purified LDHA, NADH/diaphorase-resazurin fluorescence; hits give low values. activity change, % (values are at about 110 or 230 µM). actives 0.15% (n = 480,000). AID 1347041; in the data active means activity change below about -30%; inconclusive means mostly about -25% to -30%;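 further: plate controls were DMSO wells for no effect and wells without enzyme for full effect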
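LDH5 2 nM; NADH 0.06 mM, pyruvate 0.2 mM; 200 mM Tris pH 7.4, EDTA, Tween-20; 5 min RT. Detection: diaphorase 0.133 mg/mL + resazurin 37 µM, fluorescence ex540/em590 at 0 and 20 min; normalized to enzyme-free and DMSO wells.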
Glioma ERSR ind – inducers of ER stress response in human glioma cells. U87-MG GRP78 promoter luciferase reporter, 16 h. Potency, µM, without a hit: at the top dose activation, actives largely listed as activators. actives 0.02% (n = 420,000). AID 602332; further: potency means the concentration at half of the fitted maximal effect; series mostly up to about 76 µM; % of control where 0% means no effect; nearly all actives have a fitted effect of over 35% in size
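Stably transfected U87-MG glioma cells carrying a GRP78-based luciferase sensor; 16 h compound incubation. Luminescence end-point read 10 min after Bright-Glo addition at room temperature.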
APE1 inh – APE1 (human) endonuclease inhibition; Potency, µM (doses to about 65.8 µM), for inactives: top-dose activity change, negative = inhibition, hits mostly inhibitors; AID 2517; actives 0.35% (n = 350,000); P27695; recombinant APE1, TAMRA/BHQ-2 abasic DNA cleavage fluorescence;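 further: potency means the concentration at half of the fitted maximal effect; plate controls were vehicle for no effect and reference inhibitor for full effect; nearly all actives have a fitted effect of over 55% in size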
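Enzyme (0.75 nM final) and test compound are incubated 15 min at room temperature before adding 50 nM quenched THF abasic-site duplex. Cleavage dequenches TAMRA, followed at 525/598 nm over three reads one minute apart.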
POLI inh – DNA polymerase iota (human) inhibition; Pol iota fluorescent replication assay, 10 min; Potency, µM (titrated, usually from 115 µM), for the others: top-dose activity, negative = inhibition, most hits filed as inhibitors; actives 1% (n = 390,000); AID 588590; further: potency means the concentration at half of the fitted maximal effect
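Fluorescent replication assay read twice, at 0 min and 10 min after adding 50 nM (final) substrate. Enzyme (10 nM) and compounds were first incubated 15 min at room temperature; enzyme-free buffer wells were negative controls.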
Anesthetic bind – candidate novel general anesthetic via apoferritin binding; AID 485281; actives 0.074% (n = 350,000); apoferritin/1-aminoanthracene competitive binding, fluorescence; Potency, µM (series often up to 77.5 µM), without a hit: at the top dose activity change, negative = displacement, usual class: inhibitors; further: potency means the concentration at half of the fitted maximal effect; on the % scale 0 is the no-effect control and ±100 the full control effect; nearly all actives have a fitted effect of over 20% in size
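Probe: 1-aminoanthracene (50% saturated, PBS). Protein: horse-spleen apoferritin, 10 uM. Incubation: 10 min, room temperature. Detection: 380 nm excitation, 535 nm emission. Analysis: normalized response, four-parameter Hill.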
BLM inh – Bloom syndrome helicase (human) inhibition; Potency, µM (series often up to 56.1 µM), for the others: top-dose activity change, negative = inhibition, hits mostly inhibitors; actives 0.2% (n = 350,000); P54132; AID 2528; recombinant BLM DNA unwinding, fluorescence dequenching;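 further: potency means the concentration at half of the fitted maximal effect; plate controls were vehicle for no effect and no enzyme for full effect; nearly all actives have a fitted effect of over 35% in size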
Target sequence (P54132 whole entry, looked up): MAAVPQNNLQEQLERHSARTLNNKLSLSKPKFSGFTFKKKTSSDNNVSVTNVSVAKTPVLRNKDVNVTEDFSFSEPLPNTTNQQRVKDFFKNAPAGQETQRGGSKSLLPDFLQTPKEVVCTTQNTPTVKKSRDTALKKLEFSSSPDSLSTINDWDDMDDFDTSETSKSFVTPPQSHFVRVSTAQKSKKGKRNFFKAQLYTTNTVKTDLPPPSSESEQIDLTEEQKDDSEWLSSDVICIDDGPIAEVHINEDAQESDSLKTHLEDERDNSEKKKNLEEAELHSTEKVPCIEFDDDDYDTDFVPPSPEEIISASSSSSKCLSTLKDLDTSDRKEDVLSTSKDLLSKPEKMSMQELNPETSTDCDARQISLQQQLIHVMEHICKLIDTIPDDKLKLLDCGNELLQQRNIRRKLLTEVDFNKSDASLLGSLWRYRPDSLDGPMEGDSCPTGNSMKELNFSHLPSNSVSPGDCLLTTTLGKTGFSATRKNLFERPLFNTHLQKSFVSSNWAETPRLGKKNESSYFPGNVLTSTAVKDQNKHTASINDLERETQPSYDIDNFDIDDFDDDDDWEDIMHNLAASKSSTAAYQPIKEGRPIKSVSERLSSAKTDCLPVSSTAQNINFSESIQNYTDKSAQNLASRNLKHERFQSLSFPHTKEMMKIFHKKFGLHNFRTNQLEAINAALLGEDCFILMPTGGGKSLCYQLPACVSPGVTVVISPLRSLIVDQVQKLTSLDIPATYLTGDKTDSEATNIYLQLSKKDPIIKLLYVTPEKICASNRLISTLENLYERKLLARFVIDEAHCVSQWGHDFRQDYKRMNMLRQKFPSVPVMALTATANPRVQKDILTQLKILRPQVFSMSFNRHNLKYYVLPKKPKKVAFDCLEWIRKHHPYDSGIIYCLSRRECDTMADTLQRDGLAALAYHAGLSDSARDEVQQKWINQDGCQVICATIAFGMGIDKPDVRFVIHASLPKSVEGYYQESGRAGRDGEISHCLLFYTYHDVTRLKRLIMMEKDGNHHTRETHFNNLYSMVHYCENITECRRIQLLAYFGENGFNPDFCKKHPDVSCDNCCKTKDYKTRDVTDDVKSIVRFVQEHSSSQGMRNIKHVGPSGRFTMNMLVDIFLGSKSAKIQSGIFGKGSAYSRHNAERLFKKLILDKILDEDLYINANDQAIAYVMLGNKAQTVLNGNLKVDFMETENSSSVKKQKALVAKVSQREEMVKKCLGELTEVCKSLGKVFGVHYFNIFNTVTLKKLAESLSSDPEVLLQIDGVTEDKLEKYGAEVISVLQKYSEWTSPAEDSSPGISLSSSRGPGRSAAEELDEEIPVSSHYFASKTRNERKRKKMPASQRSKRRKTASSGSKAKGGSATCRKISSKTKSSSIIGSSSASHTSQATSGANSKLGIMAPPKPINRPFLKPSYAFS
Pol kappa inh – DNA polymerase kappa (human) inhibition | purified Pol kappa, fluorescent DNA synthesis assay, 10 min | Potency, µM (series often up to 107 µM), for the others: at the top dose activity, negative = inhibition, actives largely listed as inhibitors | actives 0.53% (n = 400,000) | AID 588579; further: potency means the concentration at half of the fitted maximal effect; on the % scale 0 is the no-effect control and ±100 the full control effect
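Here, compound and 10 nM enzyme are combined for 15 min at room temperature; adding 50 nM substrate (final) starts DNA synthesis, tracked by fluorescence at 0 and 10 min against buffer-only wells.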
* marks the source's active call; other numbers are inactive results; & = joins results of further samples; [ ] = remark or other dose. Unless noted, the call rests on the fitted dose curve; in most records, active means well fitted curve in the direction sought with a large enough effect; inconclusive means small, poorly fitted or top-dose-only effect, or another doubt; inactive means no such curve, though single readings can be large; an effect the other way counts as inactive or inconclusive.

`Cc1ccccc1C(=O)Nc1ccc2c(c1)C(=O)NC2=O` gave POLH inh 5%, Pol beta inh 6%, LDHA block -3, Glioma ERSR ind 1%, APE1 inh 40%, POLI inh -3%, Anesthetic bind -1%, BLM inh -1% and Pol kappa inh -3%.
Cc1ccc(C)c(NC(=O)/C(C#N)=C/c2ccc(C(C)C)cc2)c1 was read as POLH inh -5%, Pol beta inh 1%, LDHA block -2, Glioma ERSR ind -3%, POLI inh -17%, Anesthetic bind -9%, BLM inh -11% and Pol kappa inh 9%.
Screening COc1ccc(Cl)cc1NC(=O)CN1CCCCCC1 returned POLH inh -9%, Pol beta inh 26%, LDHA block -11, Glioma ERSR ind -1%, APE1 inh 5%, POLI inh -8%, Anesthetic bind -9%, BLM inh -4% and Pol kappa inh -7%.
`O=C(Nc1ccc(N2CCOCC2)nc1)c1ccc(Cl)cc1` gave POLH inh -5%, Pol beta inh -1%, LDHA block 6, Glioma ERSR ind 1%, APE1 inh 15%, POLI inh 5%, Anesthetic bind 8%, BLM inh 4% and Pol kappa inh 2%.
`COc1cccc(NC(=O)CN(C)C(=O)c2ccc(N3CCOCC3)c([N+](=O)[O-])c2)c1` gave POLH inh 0%, LDHA block -6, Glioma ERSR ind 0%, APE1 inh 23%, POLI inh 24% and Pol kappa inh -2%.
Screening O=C(Cn1cnc2c(nnn2Cc2ccc(F)cc2)c1=O)Nc1cccc(F)c1 returned POLH inh -4%, Pol beta inh 9%, LDHA block -15, Glioma ERSR ind -3%, APE1 inh -2%, POLI inh -10%, Anesthetic bind -6%, BLM inh -4% and Pol kappa inh -14%.
`COc1ccc2c(c1)c(=O)c(C(=O)c1ccc(Cl)cc1)cn2CC(=O)Nc1ccc2c(c1)OCCO2` gave POLH inh -19%, Pol beta inh 1%, LDHA block -2, Glioma ERSR ind -3%, POLI inh 28%, Anesthetic bind -7%, BLM inh -12% and Pol kappa inh -6%.
Screening CCC(C(=O)Nc1ccc(F)cc1F)n1nc(-c2ccccc2)c2c(c1=O)CCCC2 (stereo unspecified) returned POLH inh -11%, Pol beta inh -9%, LDHA block -4, Glioma ERSR ind 2%, POLI inh 21%, Anesthetic bind inconclusive, BLM inh -5% and Pol kappa inh -16%.
Screening NCC(O)c1ccc(O)c(O)c1 (stereo unspecified) returned POLH inh inconclusive, Pol beta inh 35µM*, LDHA block 1, Glioma ERSR ind -3%&-2%, APE1 inh 0.35µM*, POLI inh 35µM*, BLM inh inconclusive and Pol kappa inh 7.5µM*.
Screening CC(C)(C)c1cc(C(=O)NNC(=O)c2ccc(C(F)(F)F)cc2)no1 returned POLH inh -6%, Pol beta inh 10%, LDHA block -1, Glioma ERSR ind -5%, APE1 inh 16%, POLI inh 7%, Anesthetic bind 5%, BLM inh -2% and Pol kappa inh 5%.
O=S(=O)(c1cccc(Cl)c1)N1CCC(c2nc3ccccc3[nH]2)CC1 was read as POLH inh -18%, Pol beta inh 3%, LDHA block 1, Glioma ERSR ind -3%, APE1 inh 44%[12.4 µM], POLI inh 50%[activator], Anesthetic bind -13%, BLM inh -1% and Pol kappa inh 4%.
Screening COc1ccc(NCC(=O)N/N=C/c2ccc3c(c2)OCCO3)cc1 returned POLH inh -18%, Pol beta inh -16%, LDHA block 7, Glioma ERSR ind 2%, APE1 inh -1%, POLI inh -4%, Anesthetic bind inconclusive, BLM inh -2% and Pol kappa inh -5%.
For O=C(OCc1ccccc1)/C(=C(\O)c1ccccc1Br)c1ccc(-c2ccccc2)cn1 the results were POLH inh -10%, LDHA block 10, Glioma ERSR ind -2%, APE1 inh 10%, POLI inh 19% and Pol kappa inh -6%.
`O=C(C1=C[C@H](c2ccc(C(F)(F)F)cc2)C[C@H](OCc2ccc(CO)cc2)O1)N1CCN(Cc2ccc3c(c2)OCO3)CC1` gave POLH inh -28%, Pol beta inh inconclusive, LDHA block 1, Glioma ERSR ind -3%, APE1 inh -4%, POLI inh 12%, Anesthetic bind 8%, BLM inh -9% and Pol kappa inh 2%.
For CCOC(=O)C1=NNC2C(=O)N(CC)C(=O)C12 (stereo unspecified) the results were POLH inh 2%, Pol beta inh -1%, LDHA block -5, Glioma ERSR ind -8%, APE1 inh 2%, POLI inh 2%, Anesthetic bind 0%, BLM inh 1% and Pol kappa inh -6%.
For O=C(c1cc2ccccc2o1)N1CCN(S(=O)(=O)c2cccs2)CC1 the results were POLH inh -19%, Pol beta inh 10%, LDHA block -1, Glioma ERSR ind -3%, APE1 inh 16%, POLI inh 7%, Anesthetic bind -10%, BLM inh -5% and Pol kappa inh -3%.
For COc1ccc(OC)c(-c2noc(CSc3nnc(Cc4ccccc4)n3-c3cccc(C)c3)n2)c1 the results were POLH inh -24%, Pol beta inh 0%, LDHA block 3, Glioma ERSR ind -3%, POLI inh 6%, Anesthetic bind -1%, BLM inh 0% and Pol kappa inh -4%.
For O=C(Cc1ccccc1)NCC(=O)OCC(=O)c1ccc(OC(=O)c2ccccc2)cc1 the results were POLH inh -4%, Pol beta inh 1%, LDHA block -4, Glioma ERSR ind -1%, APE1 inh 2%, POLI inh -25%, Anesthetic bind -7%, BLM inh -7% and Pol kappa inh -8%.
Screening COc1ccccc1NC(=O)C1=C(C)Nc2nc(-c3cccnc3)nn2C1c1ccccn1 (stereo unspecified) returned POLH inh -10%, LDHA block 3, Glioma ERSR ind -3%, POLI inh 1% and Pol kappa inh 10%.
`Oc1ccc(CN2CCN(Cc3ccccc3)CC2)c2cccnc12` gave POLH inh -9%, Pol beta inh 39%, LDHA block 14, Glioma ERSR ind -6%, APE1 inh -3%, POLI inh 26%, Anesthetic bind -10%, BLM inh -3% and Pol kappa inh -2%.
For CC(C)(C)NS(=O)(=O)c1ccc(NC(=O)Cc2ccccc2[N+](=O)[O-])cc1 the results were POLH inh -1%, Pol beta inh 17%, LDHA block 1, Glioma ERSR ind 0%, APE1 inh 0%, POLI inh 74%[activator], Anesthetic bind inconclusive, BLM inh -3% and Pol kappa inh -17%.
For Cc1ccc(-c2c[n+](CC(=O)OCc3ccccc3)c3n2CCC3)cc1 the results were POLH inh -10%, Pol beta inh 5%, LDHA block -2, Glioma ERSR ind -2%, APE1 inh 0%, POLI inh 6%, Anesthetic bind -17%, BLM inh 0% and Pol kappa inh 2%.
For O=C(COc1ccc(Cl)cc1)Nc1ccc2nc(SCC(=O)N3CCCC3)sc2c1 the results were POLH inh -4%, Pol beta inh inconclusive, LDHA block -2, Glioma ERSR ind -2%, POLI inh 8%, Anesthetic bind -8%, BLM inh -8% and Pol kappa inh -41%.
Screening COc1ccc(C2CC2/C(=N/O)c2ccccn2)cc1 (stereo unspecified) returned POLH inh -16%, Pol beta inh 8%, LDHA block 2, Glioma ERSR ind 8%, APE1 inh 1%, POLI inh 5%, Anesthetic bind -9%, BLM inh 1% and Pol kappa inh 4%.
`Cc1ccc(Oc2c(C)nc(-c3ccccc3)[nH]c2=O)cc1` gave POLH inh -3%, Pol beta inh -24%, LDHA block -1, Glioma ERSR ind -5%, APE1 inh 1%, POLI inh -7%[58.9 µM], Anesthetic bind -1%, BLM inh -2% and Pol kappa inh -10%.
Screening Cc1ccc(Cn2c(CN(C)Cc3ccccc3)nc3c2c(=O)n(C)c(=O)n3C)cc1 returned POLH inh -19%, Pol beta inh -15%, LDHA block 9&5, Glioma ERSR ind -3%, APE1 inh 3%, POLI inh -2%, Anesthetic bind inconclusive, BLM inh -4% and Pol kappa inh -4%.
Screening CC1=NN(C(=O)c2ccccc2Br)C(O)(c2cccnc2)C1 (stereo unspecified) returned POLH inh 10%, Pol beta inh 29%, LDHA block -3, Glioma ERSR ind -3%, APE1 inh -1%, POLI inh 13%, Anesthetic bind -7%, BLM inh -2% and Pol kappa inh 9%.
For COc1ccc(C(=O)COC(=O)c2cccs2)cc1 the results were POLH inh 4%, LDHA block -5, Glioma ERSR ind -5%, APE1 inh 23%, POLI inh -8% and Pol kappa inh -1%.
Screening Cc1sc2ncnc(N3CCC(C(=O)NNC(=O)COc4ccccc4Cl)CC3)c2c1C returned POLH inh -4%, LDHA block -4, Glioma ERSR ind -5%, APE1 inh -23%, POLI inh 4% and Pol kappa inh -6%.
Screening Cc1ccc(S(=O)(=O)N/N=C\c2cc3c(cc2Br)OCO3)cc1 returned POLH inh -3%, Pol beta inh -25%, LDHA block -10, Glioma ERSR ind -3%, APE1 inh -5%, POLI inh -2%, Anesthetic bind -6%, BLM inh -2% and Pol kappa inh -8%.
For Cc1csc(NC(=O)c2cc(=O)[nH]c3ccccc23)n1 the results were POLH inh -17%, Pol beta inh 4%, LDHA block -4, Glioma ERSR ind 6%, APE1 inh 6%, POLI inh 8%, Anesthetic bind -2%, BLM inh -3% and Pol kappa inh 8%.
`CCOc1ccccc1CN1CCCC(CNS(=O)(=O)c2ccc(OC)cc2)C1` (stereo unspecified) gave POLH inh -8%, Pol beta inh 12%, LDHA block -2, Glioma ERSR ind -6%, APE1 inh -16%, POLI inh -2%, Anesthetic bind -21%, BLM inh -2% and Pol kappa inh -2%.
Screening CNS(=O)(=O)c1cccc(C(=O)OCC(=O)Nc2ccc(Cl)cc2F)c1 returned POLH inh -16%, Pol beta inh -2%, LDHA block -12, Glioma ERSR ind -5%, APE1 inh -3%, POLI inh 69%[activator], Anesthetic bind -4%, BLM inh 1% and Pol kappa inh -9%.
`O=C(Nc1ccc(-c2cc(C(F)(F)F)nn2-c2ccccc2)cc1)c1cccc(F)c1` gave Pol beta inh 17%, LDHA block -2, POLI inh -3%, Anesthetic bind -9%, BLM inh -9% and Pol kappa inh -5%.
COc1ccc(C2/C(=C(/O)c3ccc(Br)cc3)C(=O)C(=O)N2C)cc1 (stereo unspecified) was read as POLH inh -10%, Pol beta inh 6%, LDHA block -2, Glioma ERSR ind -1%, APE1 inh 10%, POLI inh -12%, Anesthetic bind -4%, BLM inh 3% and Pol kappa inh -11%.

Some of the compounds tested; count on the stated rates, not on these rows.
